JMJD2A Tudor inh: qHTS Assay for Inhibitors of JMJD2A-Tudor Domain | Lysine-specific demethylase 4A (Homo sapiens), O75164 | AlphaScreen JMJD2A-Tudor / H3K4me3 peptide binding | Potency, µM (series often up to 114 µM), for inactives: at the highest dose activity change, negative = inhibition, usual class: inhibitors | actives 4.4% (n = 390,000); also: potency is read from the fitted curve at half-maximal effect; % is scaled to controls: 0 for no effect and ±100 for the full control effect; nearly all actives have a fitted effect of over 50% in size
Tb PGK inh: qHTS Assay to Find Inhibitors of Phosphoglycerate Kinase; Phosphoglycerate kinase, glycosomal (Trypanosoma brucei brucei), P07378; PGK/GAPDH coupled, Kinase-Glo luminescence, 60 min; Potency, µM (doses to about 57.5 µM), inactives show at the highest dose activity change, negative = inhibition, hits mostly inhibitors; actives 0.043% (n = 380,000); AID 602233, 2012; also: potency is read from the fitted curve at half-maximal effect; % is scaled to controls: 0 for no effect and ±100 for the full control effect; nearly all actives have a fitted effect of over 60% in size
Target sequence (P07378 whole entry, looked up): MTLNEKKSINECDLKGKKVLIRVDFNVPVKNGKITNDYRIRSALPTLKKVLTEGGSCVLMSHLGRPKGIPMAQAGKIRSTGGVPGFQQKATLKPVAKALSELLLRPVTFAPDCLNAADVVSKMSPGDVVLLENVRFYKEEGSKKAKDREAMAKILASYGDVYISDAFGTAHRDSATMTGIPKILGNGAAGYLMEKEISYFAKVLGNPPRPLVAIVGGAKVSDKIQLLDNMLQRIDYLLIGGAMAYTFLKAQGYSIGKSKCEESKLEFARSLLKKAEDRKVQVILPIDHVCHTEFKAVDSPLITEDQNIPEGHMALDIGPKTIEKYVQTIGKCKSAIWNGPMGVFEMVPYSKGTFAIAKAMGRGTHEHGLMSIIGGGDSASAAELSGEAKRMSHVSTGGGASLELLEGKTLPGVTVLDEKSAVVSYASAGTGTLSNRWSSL
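Luminescent ATP detection (Kinase-Glo Plus) follows a 60-minute room-temperature incubation, with wells lacking PGK as controls. Buffer: 100 mM TEA (pH 7.6), 5 mM MgCl2, 0.01% Tween-20. Coupling enzyme GAPDH (100 nM final) supplies unstable 1,3-BPG in-well.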
PI4K2A block: qHTS for small molecular inhibitors of PI4K2A. Phosphatidylinositol 4-kinase type 2-alpha (Homo sapiens), Q9BTU6. purified PI4K2A, ADP-Glo luminescence, 1 h; stronger effect = lower value. activity change, negative = inhibition, % at 76.9 µM. AID 1346378, 2018. actives 0.13% (n = 420,000); in the data active = activity change below about -50%; inconclusive = mostly about -30% to -49%;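 also: -100% = wells without enzyme as full effect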
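In this quantitative HTS, ADP production by PI4K2A was quantified luminescently after 1 h at ambient temperature; 100 microM adenosine served as plate-quality control.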
G9a block: qHTS Assay for Inhibitors of Histone Lysine Methyltransferase G9a | Histone-lysine N-methyltransferase EHMT2 (Homo sapiens), Q96KQ7 | G9a H3K9 monomethylation, AlphaScreen, 2 h | Potency, µM (doses to about 102 µM), inactives show at the highest dose activity, negative = inhibition, usual class: inhibitors | actives 8.8% (n = 350,000) | AID 504332, 2011; also: potency is read from the fitted curve at half-maximal effect; % is scaled to controls: 0 for no effect and ±100 for the full control effect; nearly all actives have a fitted effect of over 75% in size
Target sequence (Q96KQ7 913-1193 limits assumed): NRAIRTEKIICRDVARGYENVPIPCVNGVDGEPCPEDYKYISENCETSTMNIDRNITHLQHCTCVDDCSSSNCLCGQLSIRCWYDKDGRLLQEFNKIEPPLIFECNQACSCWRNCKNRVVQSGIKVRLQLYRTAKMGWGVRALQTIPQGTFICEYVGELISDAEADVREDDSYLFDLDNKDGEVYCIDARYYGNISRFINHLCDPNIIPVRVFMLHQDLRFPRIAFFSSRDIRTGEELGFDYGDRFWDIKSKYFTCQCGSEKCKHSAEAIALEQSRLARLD
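Compounds were preincubated with 20 nM G9a for 15 min, after which biotinylated H3K9 peptide (500 nM) and SAM (20 uM) started a 2 h room-temperature reaction. Monomethylated product was quantified by antibody-based AlphaScreen chemiluminescence.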
HP1b binding inh: HTS for Inhibitors of HP1-beta Chromodomain Interactions with Methylated Histone Tails. actives 0.56% (n = 390,000). Potency, µM (top dose mostly 114 µM), for the others: at the highest dose activity change, negative = inhibition, hits mostly inhibitors. Chromobox protein homolog 1 (Homo sapiens), P83916. AlphaScreen HP1-beta / biotin-H3K9me3 peptide binding; also: potency is read from the fitted curve at half-maximal effect; nearly all actives have a fitted effect of over 70% in size; inactives centre near 23
Target sequence (P83916 whole entry, looked up): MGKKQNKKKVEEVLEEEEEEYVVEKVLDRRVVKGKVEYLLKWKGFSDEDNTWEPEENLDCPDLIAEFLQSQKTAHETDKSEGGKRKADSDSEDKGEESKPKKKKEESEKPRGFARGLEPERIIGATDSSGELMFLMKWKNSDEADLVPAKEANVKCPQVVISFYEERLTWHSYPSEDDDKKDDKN
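Compound inhibition of the preformed complex between 50 nM HP1-beta and 50 nM biotinylated H3K9me3 peptide was read by AlphaScreen. Buffer was PBS pH 7.4 with 0.01% Tween-20. Incubations ran 30 min at room temperature, with 10 ug/mL donor/acceptor beads.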
Pol eta inh: qHTS for Inhibitors of Polymerase Eta; AID 588591, 2011; actives 1.2% (n = 390,000); recombinant Pol eta, fluorescent DNA replication assay; Potency, µM (series often up to 114 µM), inactives show at the top dose activity change, negative = inhibition, actives largely listed as inhibitors; DNA polymerase eta (Homo sapiens), Q9Y253; also: potency is read from the fitted curve at half-maximal effect; % is scaled to controls: 0 for no effect and ±100 for the full control effect
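Pol eta (10 nM) was preincubated with compounds for 15 min at room temperature, after which fluorescent replication substrate (50 nM final) was added to start the reaction. Fluorescence was read kinetically at 0 and 10 min.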
GLS inhibitor: qHTS for Inhibitors of Glutaminase (GLS). AID 624170, 2012. Potency, µM (highest dose often 45.5 µM), without a hit: at the highest dose activity change, negative = inhibition, most hits filed as inhibitors. GLS enzymatic activity, qHTS titration. actives 0.21% (n = 410,000); also: potency is read from the fitted curve at half-maximal effect; % is scaled to controls: 0 for no effect and ±100 for the full control effect
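Human kidney-isoform GLS in 45 mM KH2PO4 pH 8.2, 0.02% Tween-20, with compound, started with 1mM L-Glutamine (added stock). Glutamate oxidase/HRP/Amplex red coupled fluorescence read at start and after 30 min at RT.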
BAZ2B inh: qHTS Assay for Inhibitors of BAZ2B; Potency, µM (top dose mostly 114 µM), without a hit: at the top dose activity change, negative = inhibition, actives largely listed as inhibitors; AlphaScreen BAZ2B-H3K14Ac peptide displacement; Bromodomain adjacent to zinc finger domain protein 2B (Homo sapiens), Q9UIF8; actives 4.4% (n = 360,000); also: potency is read from the fitted curve at half-maximal effect; % is scaled to controls: 0 for no effect and ±100 for the full control effect; nearly all actives have a fitted effect of over 60% in size
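Inhibition is scored as reduced AlphaScreen emission. The BAZ2B/b-H3(5-23)K14Ac complex (50 nM each) in PBS pH 7.4, 0.01% Tween-20 meets compound (up to 110 uM) for 30 min at RT before bead addition.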
Pin1 inhibitor: qHTS Assay to Find Inhibitors of Pin1. Peptidyl-prolyl cis-trans isomerase NIMA-interacting 1 (Homo sapiens), Q13526. Pin1 FP peptide displacement, HiFluor488, 10 min. Potency, µM (top dose mostly 115 µM), inactives show top-dose activity, negative = inhibition, actives largely listed as inhibitors. actives 0.009% (n = 390,000); active = well fitted inhibition curve with a large enough effect in the polarisation, with a control signal flat, not every such curve was filed as active; inconclusive = small, poorly fitted or top-dose-only effect, or effect the other way, or a change in a side signal; inactive = no such curve, though single readings can be large or run the other way; the % refers to the polarisation; also: potency is read from the fitted curve at half-maximal effect; % is scaled to controls: 0 for no effect and ±100 for the full control effect
Target sequence (Q13526 whole entry, looked up): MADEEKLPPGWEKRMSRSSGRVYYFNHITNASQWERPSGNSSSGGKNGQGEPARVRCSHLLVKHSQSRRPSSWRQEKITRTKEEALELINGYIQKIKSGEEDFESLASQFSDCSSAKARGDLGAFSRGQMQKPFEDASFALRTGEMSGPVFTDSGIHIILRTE
An asterisk follows results filed as active; i = inactive; u = inconclusive; x = no result given; [ ] = another dose, or the depositor's remark. Unless noted, calls follow the shape of the dose curve; as a rule, active = well fitted curve in the direction sought with a large enough effect; inconclusive = small, poorly fitted or top-dose-only effect, or another doubt; inactive = no such curve, though single readings can be large; an effect the other way counts as inactive or inconclusive. Only part of the results is shown; the hit share may differ from the screen's.

SMILES	JMJD2A Tudor inh	Tb PGK inh	PI4K2A block	G9a block	HP1b binding inh	Pol eta inh	GLS inhibitor	BAZ2B inh	Pin1 inhibitor
CC(C)NS(=O)(=O)c1ccc(CCC(=O)Nc2ccc3c(c2)OCO3)cc1	-15%	-7%	2	15%[59 µM]	0%	11%	0%	7%	1%
CCOC(=O)C(=NCC1CCCO1)NNc1cc(Cl)ccc1Cl (stereo not given)	u	-12%	-8	35µM*	2%	-7%	0%	u	2%
C[C@H](CO)N1C[C@H](C)[C@@H](CN(C)C(=O)CCCN(C)C)OCc2cn(nn2)CCCC1=O	x	0%	-3	x	x	-3%	-8%	x	x
O=[N+]([O-])c1ccc(/C=N/Nc2nc(N3CCCCC3)nc(N3CCCCC3)n2)cc1	u	-2%	-3	x	3%	-2%	0%	u	-10%
Cc1ccc(CCNC(=O)c2ccc3c(=O)n(-c4ccccc4)c(=O)[nH]c3c2)cc1	1%	8%	1	0%[59 µM]	27%	-19%	0%	0%	-1%
Cc1cccc(-c2nc3cc(NC(=O)COc4ccccc4F)ccc3o2)c1	-9%	x	0	31%[59 µM]	67%[activator]	x	-9%	6%	0%
CCCN(Cc1ccccc1)C(=S)Nc1ccc(C(C)=O)cc1	-18%	-14%	-1	-14%	32%	-16%	11%	u	6%
COc1cc(C2=Nc3c(c(C)nn3-c3ccccc3)P(=O)(N3CCOCC3)O2)cc(OC)c1OC (stereo not given)	-26%	-4%	0	u	-11%	-15%	6%	0%	u
CC(C)(C)NCC(O)Cn1cc(C=O)c2ccccc21 (stereo not given)	-5%	-2%	-7	-7%	24%[57 µM]	5%	-7%	-14%	2%
Cn1nnc2cc(C(=O)Nc3cccnc3)ccc21	4%	4%	4	-5%[59 µM]	33%	-10%	-5%	14%	-11%
Cc1c(C(=O)N(C)C)sc2c1c(=O)n(-c1ccc(Cl)cc1)c(=O)n2CC(=O)C(C)(C)C	-22%	i	-3	8%[59 µM]	16%	-14%	-6%	-1%	-5%
CCOc1cccc(CN2CCCC(N3CCc4ccccc4C3)C2)c1O (stereo not given)	-23%	i	7	-31%	20%	-10%	-21%	u	3%
O=C(NNC(=O)c1cccnc1)c1ccncc1	6%	i	-1	0%	-7%	-4%	u	0%	-2%
O=[N+]([O-])c1ccc(O)c(/C=N/NC(=S)Nc2ccc(Cl)cc2Cl)c1	79µM*	7%	9	x	-13%	-26%	-7%	32µM*	2%
Cn1c(=O)c2c(nc(SCC(=O)Nc3ccccc3F)n2Cc2ccc(Cl)cc2)n(C)c1=O	-6%	-7%	-8	0%[59 µM]	38%	-14%	-10%	u	-4%
COc1ccccc1-n1c(CNc2c(C)cccc2C)nnc1SCC(=O)N1CCOCC1	-11%	-5%	-1	-13%[59 µM]	58%[activator]	0%	30%	-3%	6%
O=C(NCc1ccccn1)C1CCCN(S(=O)(=O)c2ccc(Br)cc2)C1 (stereo not given)	-13%	-2%	8	-21%[59 µM]	16%	-11%	3%	-3%	-8%
O=S(=O)(c1ccccc1)c1cnc(-c2cccnc2)nc1-c1ccc(Cl)cc1Cl	u	-1%	3	41%[12.7 µM]	25%	-9%	-4%	5%	7%
CCc1onc(C)c1C(=O)O	-1%	i	6	8%	59%[activator]	-9%	-3%	-1%	1%
CCOC(=O)CSc1nc2c([nH]c3ccccc32)c(=O)n1C	-12%[57.1 µM]	-4%	1	-7%[59 µM]	38%[activator]	-8%	11%	5%	-4%
O=C(/C=C/c1ccccc1Cl)N1CCN(c2ncccn2)CC1	0%	2%	0	11%[59 µM]	36%	-14%	3%	2%	-1%
COC(=O)c1c(Oc2ccc(Br)cc2)nnc(-c2ccccc2)c1-c1ccccc1	-13%	i	-1	1%[59 µM]	45%[activator]	-21%	-1%	-18%	u
CCOC(=O)c1[nH]c(C)c(CCC(=O)NCc2ccc(N(C)C)cc2)c1C	u	-3%	-1	u	29%[57 µM]	-12%	25%	-21%	-3%
COc1cc(C(=S)N2CCOCC2)ccc1OS(=O)(=O)c1ccc(C)cc1	-9%	-6%	-2	13%[59 µM]	32%	u	-9%	-33%	-4%
O=C(N/N=C/c1cccc2ccccc12)c1cc2ccccc2o1	-1%	2%	-3	-6%	14%	7%	1%	-17%	-12%

Compound profiles, from the list above. Order of values: JMJD2A Tudor inh	Tb PGK inh	PI4K2A block	G9a block	HP1b binding inh	Pol eta inh	GLS inhibitor	BAZ2B inh	Pin1 inhibitor
Results for O=C(NNC(=O)c1cccnc1)c1ccncc1 = 6%	i	-1	0%	-7%	-4%	u	0%	-2%
Results for Cn1c(=O)c2c(nc(SCC(=O)Nc3ccccc3F)n2Cc2ccc(Cl)cc2)n(C)c1=O = -6%	-7%	-8	0%[59 µM]	38%	-14%	-10%	u	-4%
Results for CCOC(=O)C(=NCC1CCCO1)NNc1cc(Cl)ccc1Cl (stereo not given) = u	-12%	-8	35µM*	2%	-7%	0%	u	2%

The list goes on:
SMILES	JMJD2A Tudor inh	Tb PGK inh	PI4K2A block	G9a block	HP1b binding inh	Pol eta inh	GLS inhibitor	BAZ2B inh	Pin1 inhibitor
CC(C)(C)OC(=O)NC(Cc1ccccc1)C(=O)N1CCC(C(=O)NCC(=O)Nc2ccc(F)cc2)CC1 (stereo not given)	-22%	3%	1	24%	19%	-6%	10%	-16%	u
CCN(c1ccccc1)S(=O)(=O)c1ccc(N)cc1	-18%	-1%	0	2%	49%[activator]	-9%	-2%	11%	-2%
CCCn1c(CCC(=O)Nc2cc(C(=O)OC)cc(C(=O)OC)c2)nc2cccnc21	-7%	2%	-2	-18%[59 µM]	27%	-4%	-9%	-6%	11%
Cc1ccc(S(=O)(=O)N2CCC[C@H]2C(=O)OCc2cc(=O)oc3cc(C)ccc23)cc1	-17%	-7%	6	x	12%	-21%	2%	x	-2%
O=C(CCNC(=O)c1ccc([N+](=O)[O-])cc1)Nc1ccccc1N1CCCCC1	-27%	-4%	-4	4%[0.501 µM]	0%	-21%	20%	-6%	-4%
CCn1cc(C(=O)NCc2ccccn2)c(=O)c2cc(F)c(N3CCN(C)CC3)cc21	-10%	-5%	1	0.45µM*	23%	-11%	-5%	-1%	-16%
Cc1sc(Cc2nc(O)cs2)nc1-c1ccccc1	8%[11.4 µM]	i	1	u	7%	6%	3%	-14%	10%
O=C(O)c1ccc2c(c1)CC(c1ccccc1)OC2=O (stereo not given)	-9%	6%	-4	u	29%	-11%	8%	4%	8%
CCNc1ccc(C(=O)OCC(=O)N2c3ccccc3NC(=O)C2(C)C)cc1[N+](=O)[O-]	u	-1%	-1	u	-25%	-21%	2%	u	-9%
O=c1c2c(nc3cc(-c4cccc(F)c4)[nH]n13)CCC2	-31%	-4%	0	-33%	-9%	-7%	12%	-21%	4%
CN(C(=O)COC(=O)c1cncc(Br)c1)C1CCCCC1	-1%	-9%	0	x	27%	-2%	-10%	x	-3%
CCOC(=O)N1CCN(C(=O)c2ccc(CNS(=O)(=O)c3ccc(NC(C)=O)cc3)cc2)CC1	-15%	-1%	2	-1%	27%	-6%	-5%	-15%	4%
CSc1ccc(CNC(=O)Cc2ccc(NC(=O)C3=C(C)OCCS3)cc2)cc1	1%	i	-6	-9%	41%[activator]	-13%	0%	-21%	2%
Fc1ccccc1OCCCCCCN1CCCC1	-18%	10%	1	-50%[59 µM]	17%	-13%	-19%	4%	-1%
CN1c2ccc(Cl)cc2C(=O)NC1c1ccc([N+](=O)[O-])s1 (stereo not given)	-27%	i	-1	-12%[59 µM]	-4%	-22%	-9%	-32%	1%
Cc1ccc(SCC(=O)Nc2ccc(O)c(-c3nc4cc(C)ccc4o3)c2)cc1	8%	-11%	3	4%[59 µM]	68%[activator]	-11%	4%	-11%	10%
CC(C)C(c1nnnn1Cc1ccccc1)N1CCc2ccccc2C1 (stereo not given)	-22%	-8%	1	u	46%[activator]	-13%	-9%	u	-1%
O=C(CCc1nc2ccccc2c(=O)[nH]1)Nc1cc(C(F)(F)F)ccc1N1CCOCC1	-5%	-1%	-5	4%	34%	-2%	-3%	2%	2%
Cc1ccc(S(=O)(=O)N2CCN(C(=O)Cn3cnc4c3c(=O)n(C)c(=O)n4C)CC2)cc1C	-4%	10%	-4	u	29%	-13%	0%	1%	1%
Cc1ncoc1C(=O)N1CCCC(C(=O)c2cccc(C(F)(F)F)c2)C1 (stereo not given)	0%[11.4 µM]	-6%	2	-9%	59%[activator]	7%	12%	-30%	1%
CCOC(=O)COn1c(=O)c(-c2ccc(F)cc2)[n+]([O-])c2ccccc21	-15%	-2%	0	-8%	22%	-12%	-1%	11%	0%
O=C(NCc1ccccc1Cl)c1ccc(CSCc2ccccc2Cl)o1	-1%	i	-2	12%[59 µM]	21%	-15%	-9%	7%	-1%
CCOc1ccc(N2C(=O)/C(=C/c3cccs3)N(CC(=O)OC)C2=S)cc1	-4%	-2%	1	8%	19%	-9%	-1%	-28%	1%
